Screens deposited in PubChem by Broad Institute.
F508del corr – F508del CFTR correction, initial screen, CFBE line, single point; 350,000 compounds, 0.36% hits; AID 720511, 2013; CFBE cells, YFP halide quenching; stimulated with forskolin plus potentiator P3; % fluorescence drop versus neutral controls; activity (quench increase), % at 7.58 µM;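 active = mean added fluorescence quench of at least 8% versus neutral control, with both replicates also reaching 8%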;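 note: cells transiently co-express mutant CFTR-F508del with the halide-sensitive YFP; corrector assay measuring rescue of mutant channel to the surface after 24 h compound exposure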
PGC1a acetyl inh – inhibitors of PGC1a acetylation signal, primary screen, cell-based, U2OS, AlphaScreen, inhibitor mode; inhibition, % at 15.6 µM; AlphaScreen anti-acetyl-lysine; with virally co-expressed GCN5 acetyltransferase; 350,000 compounds, 0.17% hits;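 active = every replicate shows inhibition of at least 40%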;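 note: 0% = neutral control wells and 100% = positive control wells; some results beyond the cut were filed as inactive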
miR-122 sensor – miR-122 Renilla sensor signal increase in Huh7, primary screen, miR-122 inhibitor project, cell-based, single point, plate reader; Huh7 miR-122 Renilla luciferase sensor, 48 h; neutral wells = 0, positive control = 100; 340,000 compounds, 0.3% hits; activation (reporter increase), % at 12.5 µM;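 active = mean replicate activation score at least 90 and every replicate individually at or above 90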;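 note: higher luciferase means less miR-122 activity so hits act as miR-122 inhibitors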
FN deposit inh – inhibitors of fibronectin matrix deposition, primary screen, AH1F cells, Alexa488-fibronectin fluorescence, plate reader. AH1F fibroblasts, overnight. inhibition, % at 12.6 µM. 350,000 compounds, 0.086% hits;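 active = mean inhibition across replicates of 30% or more, regardless of how many single replicates reach that level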;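 note: positive control wells lacked labelled fibronectin entirely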
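material = AH1F fibroblast monolayer depositing Alexa488-labelled fibronectin into matrix | amount = 10000 AH1F cells/well | buffer or medium = DMEM plus 2% serum, read in PBS | incubation = 1 h cell adhesion before compound, then overnight fibronectin incubation | detection = fluorescence at 485 nm excitation, 525 nm emission | evaluation = percent inhibition as loss of matrix-bound fibronectin fluorescence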
INS-1E GSIS act – GLuc luminescence reporter in INS-1E cells, primary screen for activators of glucose-dependent secretion of insulin. INS-1E GLuc reporter insulin secretion, 2-3 h. activation, % at 16.6 µM. 370,000 compounds, 0.61% hits;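 active = lowest replicate activation of at least 40%, so every replicate reaches that level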;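 note: 0% = median of neutral control wells and 100% = median of IBMX positive control wells; some compounds called inactive have numbers as strong as hits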
C2C12 statin – suppressors of statin myotoxicity in C2C12 myotubes, primary screen, cell-based, single point, plate reader. rescue of ATP level, % at 7.49 µM. 330,000 compounds, 0.78% hits. C2C12 myotubes + simvastatin, ATP luminescence, 48 h; scaled: DMSO 0, geranylgeraniol control 100. AID 602340, 2012;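 active = mean ATP rescue above about 67%, or every replicate alone reaching that limit, limit read from the data, passing the limit was not always enough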;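 note: myotubes were challenged with 10 µM simvastatin during compound exposure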
Cneo AK release – Cryptococcus neoformans cell lysis inducers, primary screen, AK release luminescence, single concentration; AID 651654, 2012; lysis activity, % at 15 µM; C. neoformans lysis, adenylate kinase release luminescence, 4 h; normalised: neutral wells 0, clomiphene wells 100; 360,000 compounds, 0.2% hits;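 active = mean lysis activity across replicates of at least 80%, whatever share of replicates individually reach that level; inactive = mean lysis activity below 80%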
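Material: C. neoformans cells; Schedule: 4 h static compound exposure, 37 °C, read 1 h post-reagent; Measured by: adenylate kinase release luminescence; Read-out: signal increase indicating cell lysis; Controls: Clomiphene as positive lysis control.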
PglD DTNB – C. jejuni PglD acetyltransferase inhibitors, primary screen, biochemical, DTNB colorimetric, single point. UDP-N-acetylbacillosamine N-acetyltransferase PglD (Campylobacter jejuni). purified PglD enzyme, DTNB colorimetric CoA detection. inhibition, % at 12.5 µM. 360,000 compounds, 0.098% hits. AID 602405, 2012; in the data active = inhibition above about 16%, passing the limit was not always enough; note: strong numbers were not always called active
* hit, by the source's call; / = not tested or not shown; [ ] = remark or other dose.

SMILES	F508del corr	PGC1a acetyl inh	miR-122 sensor	FN deposit inh	INS-1E GSIS act	C2C12 statin	Cneo AK release	PglD DTNB
CCn1c(SCC(=O)NCc2ccccc2)nnc1C(CO)NC(=O)c1ccccc1 (stereo unspecified)	-4.6	/	-3	-7	3	-3	0	-2
CCSc1nc2ccccc2n1CC(=O)O	1.1	-2	-6	15	-1	-12	-1	-2
C(=N\Nc1ccc(-n2ccnc2)nn1)/c1ccccc1	/	-3	0	9	/	2	1	-8
COc1cc(CC(=O)OCC(=O)c2ccc3c(c2)OCCO3)cc(OC)c1OC	/	-6	32	/	/	-84	1	1
O=C(Nc1ccc(F)cc1)c1ccc(S(=O)(=O)NCC2CCCO2)cc1 (stereo unspecified)	/	-14	32	/	-7	-5	5	3
c1ccc(CN2CCN(c3ncnc4c3[nH]c3ccccc34)CC2)cc1	/	-1	-24	/	/	-60	-2	-3
CCCn1c(C)cc(C(=O)COC(=O)c2ccc[nH]c2=O)c1C	/	-8	0	-1	-2	2	-6	2
O=C(Cc1cccnc1)N1CC2(C1)[C@H](c1ccccc1)[C@H](CO)N2C(=O)C1CCOCC1	1.1	2	/	2	11	/	/	/
COc1ccc(NS(=O)(=O)c2ccc(NC(=O)C(C)(C(F)(F)F)C(F)(F)F)cc2)nn1	/	-2	-36	/	/	113*	1	-5
Cc1csc(=O)n1CC(=O)OCc1nnc(-c2ccc(Cl)cc2)o1	-1.7	1	-4	7	-18	-6	9	2
CCCCn1c(NCc2ccc3c(c2)OCO3)nc2ccccc21	/	/	/	/	1	-10	11	1
COc1ccc(/C=N/NC(=O)CCn2cnc(-c3ccccc3)c2-c2ccccc2)cc1OC	/	9	65	24	18	-44	/	/
Cc1c(NS(=O)(=O)c2ccc3c(c2)OCCO3)cccc1-c1nc2cccnc2s1	-3.9	4	9	1	9	-14	1	1
O=C(NCCCN1CCCC1=O)C1CCCO1 (stereo unspecified)	-3.1	0	-5	14	7	-3	1	-10
COc1ccc(-n2nc3ccccc3n2)cc1	/	19	4	8	-1	-6	-2	0
CCOC(=O)c1[nH]c(=O)[nH]c1CSc1nc(C)cc(C)n1	/	-2	1	/	13	/	-1	-4
CC(C)[C@@H](N)C(=O)NC[C@H]1O[C@@H](n2cnc3c(N)ncnc32)[C@H](O)[C@@H]1O	2.1	2	-3	-7	8	12	-2	1
CCOC(=O)c1c(N)sc2c1CCC(CC)C2 (stereo unspecified)	/	/	/	/	23	9	1	-2
O=C(c1ccco1)N1CCN(S(=O)(=O)c2cccs2)CC1	4.2	-18	-5	/	14	10	-2	5
c1ccc(C2NCCn3cccc32)cc1 (stereo unspecified)	/	13	7	/	/	6	1	5
CC(=O)Nc1ccc(S(=O)(=O)N2CCN(c3cccc(C)c3C)CC2)cc1	0.2	-8	4	-4	-43	-43	3	-3
O=C(CSc1ncc(C(F)(F)F)cc1Cl)N1CCN(S(=O)(=O)c2ccc(Cl)cc2)CC1	/	-23	0	/	-23	5	2	2
COc1ccc(C2C(C#N)=C(/N=C/N3CCN(C)CC3)OC3=C2C(=O)CC(C)(C)C3)cc1OC (stereo unspecified)	/	1	-5	/	2	14	0	-5
C[C@@H]1CCCCO[C@@H](CN(C)S(=O)(=O)c2cccs2)[C@@H](C)CN([C@H](C)CO)C(=O)c2cc(NC(=O)Nc3ccc(F)cc3)ccc2O1	-1.9	0	7[16.7 µM]	/	8	17	2	-11
O=C(COc1ccc(Cl)cc1)NCc1ccc(F)cc1	-0.1	5	2	3	-24	6	2	1
COc1ccc(C(=O)/C=C/C(=O)N(Cc2ccc(F)cc2)C(C(=O)NC2CCCCC2)c2ccncc2)c(O)c1 (stereo unspecified)	/	0	-3	/	/	/	-2	6
CCn1cc(CN2CCCC(CNS(=O)(=O)Cc3ccccc3)C2)cn1 (stereo unspecified)	-2.3	3	/	9	5	/	/	/
O=S1(=O)C=C[C@@H](COCc2ccccc2)N1Cc1ccc(Br)cc1	-3.1	2	2	2	/	4	1	4
COc1c(C(=O)NCCSC(C)(C)C)ccc2ccccc12	/	-5	-2	5	-4	5	/	/
COC(=O)c1c(N)n(-c2ccc(NC(C)=O)cc2)c2nc3ccccc3nc12	/	0	-6	/	/	4	6	/
Cc1ccc(C(=O)/C=C/c2ccc3c(c2)OCCO3)c(O)c1	-0.5	3	/	-8	-15	/	-7	2
CC(C)CC#Cc1cnc2c(c1)C(=O)N([C@@H](C)CO)C[C@@H](C)[C@@H](CN(C)S(=O)(=O)c1cccs1)O2	1.7	6	0[16.7 µM]	11	-15	22	0	-1
Cc1cccc(N(CC(=O)NCc2ccc(F)cc2)C(=O)c2ccco2)c1	0.4	/	2	-4	18	1	0	5
O=c1c(Cc2ccc(F)cc2)c(O)ccn1Cc1ccc(F)cc1	-2.1	-4	/	-1	-1	/	/	/
Cc1ccc2ccccc2c1C(O)c1ncc(-c2cccc(F)c2)[nH]1 (stereo unspecified)	-1.2	/	34	-11	1	-1	0	2
COCCN(C(=O)COC(=O)CC1CCCCC1)c1c(N)n(Cc2ccccc2)c(=O)[nH]c1=O	-5.9	-3	-6	-3	-5	/	1	2
O=C(NCCCn1ccnc1)c1cc(-c2ccc(Br)cc2)on1	-3.1	-4	-5	-3	-11	13	/	/
CC(C)Cc1[nH]c(=O)c(C#N)c2c1CCCC2	/	-1	0	/	/	27	1	4
Cc1ccc(-c2nc3c(Cl)cc(Cl)cc3c(=O)n2O)cc1	0.9	/	/	3	10	8	-1	-6
CNC[C@@H]1Oc2cc(-c3ccncc3)ccc2S(=O)(=O)N([C@H](C)CO)C[C@H]1C	-0.2	4	-2[16.7 µM]	-11	2	-10	0	1
CC1=C(C#N)C(=O)NC(=O)/C1=C\c1ccc(-c2ccc(C)cc2[N+](=O)[O-])o1	-0.7	8	/	7	-6	/	/	/
Cc1ccc2nc(-c3cccnc3)c(NC3CCCC3)n2c1	3.1	-6	-1	12	8	-7	0	-2
CCCCNC(=O)c1nc(C2CCN(S(=O)(=O)c3ccc(F)c(F)c3)CC2)oc1-c1ccccc1	-0.6	-14	-7	15	-20	1	-1	-2
COc1ccc(C)cc1Nc1n[n+](-c2ccccc2)c(-c2ccc(C(=O)O)cc2)s1	2.4	-1	4	-4	/	-17	0	3
CO[C@@H]1CN(C)C(=O)c2ccc(NC(=O)Nc3c(C)noc3C)cc2OC[C@H](C)N(CC2CC2)C[C@H]1C	-0.9	10	/	-1	11	-12	1	-3
O=C(OCc1cn([C@H]2CN(CC3CCCCC3)[C@@H](c3ccc(Cl)cc3)C[C@@H]2O)nn1)c1ccccc1	2.6	/	6	1	0	7	-3	7
O=[N+]([O-])c1cc2c(cc1CN1CCN(CCOCCO)CC1)OCO2	-1.0	2	-9	-2	6	-2	1	-3
O=C(C[C@H]1CC[C@H]2[C@@H](COC[C@@H](O)CN2Cc2cccc(F)c2)O1)NCc1cccc(F)c1	-2.0	2	-5[16.7 µM]	-10	10	4	-7	-2
Cc1nn(-c2ccccc2)nc1C(N)=O	3.3	-5	29	5	2	0	0	-5
O=C(Nc1ccccc1)c1cc(C2COCCN2C(=O)C2CC2)on1 (stereo unspecified)	4.8	4	-4	10	-8	-10	-4	-3
Cc1ccc2oc(C(=O)NCc3ccc(S(N)(=O)=O)cc3)cc(=O)c2c1	0.8	3	-23	3	-6	-8	1	0
COc1cc(S(=O)(=O)Nc2cccnc2)ccc1F	/	2	2	/	26	-10	-12	/
COc1ccc(S(=O)(=O)N(C)C[C@H]2OCCCC[C@@H](C)Oc3ccc(NS(=O)(=O)c4c(C)noc4C)cc3C(=O)N([C@H](C)CO)C[C@H]2C)cc1	1.8	-16	-13[16.7 µM]	-4	-17	/	0	-1
CCOC(=O)c1c(NC(=O)CSc2nnc(-c3ccccc3)o2)sc(C(C)=O)c1C	/	3	-4	0	-10	/	-1	-1
Cn1cnc(S(=O)(=O)N2CC[C@H]3[C@H](CO)Nc4ccc(-c5ccccc5F)cc4[C@H]32)c1	1.3	2	-5[16.7 µM]	-1	-3	-18	-8	0
CC(C)C(OC(=O)CN1C(=O)c2ccccc2C1=O)C(=O)NC1CCCCC1 (stereo unspecified)	-0.8	13	-4	8	6	-3	1	0
Cc1cc(C(=O)NCc2ccco2)sc1C	-5.6	-1	-9	-3	-7	10	-3	7
NC(=O)c1cc(-c2ccccc2)sc1NC(=O)Cc1ccc(S(=O)(=O)N2CCOCC2)s1	/	-18	7	2	21	/	0	-2
COc1ccc(Br)c(C(=O)OCC(=O)NC(=O)NC2CCCC2)c1	-0.5	2	-9	-1	/	3	-2	-5
Cc1nc(C(N)=O)nc2ccccc12	-1.9	-6	-5	/	-1	-8	5	4
Carrying on.
SMILES	F508del corr	PGC1a acetyl inh	miR-122 sensor	FN deposit inh	INS-1E GSIS act	C2C12 statin	Cneo AK release	PglD DTNB
CNC[C@@H]1OCCCC[C@@H](C)Oc2ccc(NS(=O)(=O)c3cccs3)cc2C(=O)N([C@H](C)CO)C[C@@H]1C	1.0	4	-9[16.7 µM]	/	2	/	-4	-3
Cc1ccc(C(=O)N2CCN(C/C=C/c3ccccc3)CC2)cc1S(=O)(=O)N1CCOCC1	-3.1	-4	-5	/	-18	0	0	-2
CCCNC(=O)Nc1ccc2c(c1)C(=O)N(C)C[C@@H](OC)[C@H](C)CN(Cc1cccnc1)[C@@H](C)CO2	-0.2	18	/	9	1	13	-3	-3
Cc1cccc2cc3c(NC(=O)c4ccccn4)nn(C)c3nc12	/	47	18	/	/	/	-1	0
O=C(NCc1ccccc1)c1cccc(COc2ccccc2Cl)c1	/	-23	11	2	4	/	0	-4
Nc1ccc(NC(=O)c2cccs2)cc1	-1.8	1	/	-9	6	/	/	/
CC(NC(=O)C1CCC(CNC(=O)[C@@H]2Cc3ccccc3CN2)CC1)c1ccccc1 (stereo partly specified)	-4.4	5	-6	-7	16	1	1	-3
Cc1ccc(NC(=O)/C(Cl)=C\c2ccccc2)cc1	-1.9	-11	0	-1	/	-17	-9	-4
Cc1ccc(C2CC(=O)C=C(NCC(C)C)C2)cc1 (stereo unspecified)	/	-3	-7	0	-7	4	5	4
Fc1ccc(N2CCN(c3nc(-c4ccco4)cc(C(F)(F)F)n3)CC2)cc1	/	3	0	7	/	-3	-1	7
C[C@H](CO)N1C[C@H](C)[C@@H](CN(C)C(=O)Cc2ccncc2)Oc2ncc(C#CC3(O)CCCC3)cc2C1=O	-1.1	-10	9[16.7 µM]	/	-4	-2	2	1

Taken from above (two entries):
SMILES	F508del corr	PGC1a acetyl inh	miR-122 sensor	FN deposit inh	INS-1E GSIS act	C2C12 statin	Cneo AK release	PglD DTNB
Cc1ccc(C2CC(=O)C=C(NCC(C)C)C2)cc1 (stereo unspecified)	/	-3	-7	0	-7	4	5	4
Fc1ccc(N2CCN(c3nc(-c4ccco4)cc(C(F)(F)F)n3)CC2)cc1	/	3	0	7	/	-3	-1	7
